Screens from PubChem BioAssay.
BAZ2B inh – qHTS Assay for Inhibitors of BAZ2B; Bromodomain adjacent to zinc finger domain protein 2B (Homo sapiens), Q9UIF8; AlphaScreen BAZ2B-H3K14Ac peptide displacement; Potency, µM (top dose mostly 114 µM), for inactives: top-dose activity change, negative = inhibition, hits mostly inhibitors; hit rate 4.4% among 360,000; AID 504333, 2011; further: potency means the concentration at half of the fitted maximal effect; on the % scale 0 is the no-effect control and ±100 the full control effect; nearly all actives have a fitted effect of over 60% in size
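Compounds, titrated to a top concentration of 110 uM, were incubated 30 min at room temperature with preformed BAZ2B/acetyl-K14 H3 peptide complex (50 nM each). Proximity signal was measured by AlphaScreen after 20 min with beads.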
G9a inh – qHTS Assay for Inhibitors of Histone Lysine Methyltransferase G9a | Histone-lysine N-methyltransferase EHMT2 (Homo sapiens), Q96KQ7 | G9a H3K9 monomethylation, AlphaScreen, 2 h | Potency, µM (titrated, usually from 102 µM), without a hit: at the highest dose activity, negative = inhibition, hits mostly inhibitors | hit rate 8.8% among 350,000 | AID 504332, 2011; further: potency means the concentration at half of the fitted maximal effect; on the % scale 0 is the no-effect control and ±100 the full control effect; nearly all actives have a fitted effect of over 75% in size
Target sequence (Q96KQ7 913-1193 limits assumed): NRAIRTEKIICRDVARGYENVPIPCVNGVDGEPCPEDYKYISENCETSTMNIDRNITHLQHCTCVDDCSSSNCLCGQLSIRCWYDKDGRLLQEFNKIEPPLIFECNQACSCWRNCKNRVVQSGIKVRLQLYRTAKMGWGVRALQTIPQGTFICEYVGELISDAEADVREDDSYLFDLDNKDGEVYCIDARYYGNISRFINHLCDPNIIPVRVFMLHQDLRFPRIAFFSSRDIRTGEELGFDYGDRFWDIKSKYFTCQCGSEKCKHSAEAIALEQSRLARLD
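Quantitative HTS format: methyltransferase activity on a biotin-tagged H3K9 peptide is measured by AlphaScreen, using a rabbit anti-monomethyl-H3K9 antibody with streptavidin donor and anti-IgG acceptor beads. Final levels are 20 nM enzyme, 500 nM peptide, 20 uM SAM; 2 h RT.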
HP1b binding inh – HTS for Inhibitors of HP1-beta Chromodomain Interactions with Methylated Histone Tails | Chromobox protein homolog 1 (Homo sapiens), P83916 | Potency, µM (top dose mostly 114 µM), for the others: at the highest dose activity change, negative = inhibition, actives largely listed as inhibitors | AlphaScreen HP1-beta / biotin-H3K9me3 peptide binding | hit rate 0.56% among 390,000; further: potency means the concentration at half of the fitted maximal effect; nearly all actives have a fitted effect of over 70% in size; inactives centre near 23
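Compound inhibition of the preformed complex between 50 nM HP1-beta and 50 nM biotinylated H3K9me3 peptide was read by AlphaScreen. Buffer was PBS pH 7.4 with 0.01% Tween-20. Incubations ran 30 min at room temperature, with 10 ug/mL donor/acceptor beads.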
JMJD2A Tudor inh – qHTS Assay for Inhibitors of JMJD2A-Tudor Domain | Lysine-specific demethylase 4A (Homo sapiens), O75164 | AlphaScreen JMJD2A-Tudor / H3K4me3 peptide binding | Potency, µM (titrated, usually from 114 µM), without a hit: top-dose activity change, negative = inhibition, most hits filed as inhibitors | hit rate 4.4% among 390,000; further: potency means the concentration at half of the fitted maximal effect; on the % scale 0 is the no-effect control and ±100 the full control effect; nearly all actives have a fitted effect of over 50% in size
ERG-DNA inh – qHTS for Small Molecule Inhibitors of the ERG Ets/DNA interaction; Transcriptional regulator ERG (Homo sapiens), P11308; fluorescence polarization, His-ERG Ets domain / labelled DNA; Potency, µM (doses to about 76.9 µM), for inactives: top-dose FP activity, negative = inhibition, hits mostly inhibitors; hit rate 0.028% among 370,000; active means well fitted inhibition curve with a large enough effect in the polarisation, with a control signal flat; inconclusive means small, poorly fitted or top-dose-only effect, or effect the other way, or a change in a side signal; inactive means no such curve, though single readings can be large or run the other way; the % refers to the polarisation;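 further: polarization taken with two DNA probes labelled with fluorescein and Texas red; potency means the concentration at half of the fitted maximal effect; % of control where 0% means no effect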
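His-tagged ERG Ets domain (1 uM in the protein solution; 300mM KCl, 50mM Tris-HCl, 1mM EDTA, 1mM DTT, pH 7.5) received compound, then a probe mix of 5 nM fluorescein-DNA and 100nM Texas-615-DNA. Fluorescence polarization was read for both dyes.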
RGS4 inh – Inhibitors of Regulator of G Protein Signaling (RGS) 4: qHTS; Transcreener GDP fluorescence polarization, RGS4-accelerated GTP hydrolysis; Regulator of G-protein signaling 4 (Homo sapiens), P49798; hit rate 0.039% among 390,000; Potency, µM (series often up to 114 µM), without a hit: at the highest dose activity change, negative = inhibition, actives largely listed as inhibitors; further: potency means the concentration at half of the fitted maximal effect; on the % scale 0 is the no-effect control and ±100 the full control effect; nearly all actives have a fitted effect of over 75% in size; some results filed as inactive show a strong effect at the top dose
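MLSMR compounds (23 nl, pin-transferred) preincubated 10 min at room temperature with a 500nM (2x) first reagent, then RGS4 at 900nM (2x) plus Transcreener GDP mix added; fluorescence polarization (620/688 nm) read before and after 90 min at 30 °C.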
GLS inhibitor – qHTS for Inhibitors of Glutaminase (GLS) | GLS enzymatic activity, qHTS titration | Potency, µM (titrated, usually from 45.5 µM), for inactives: at the highest dose activity change, negative = inhibition, most hits filed as inhibitors | hit rate 0.21% among 410,000; further: potency means the concentration at half of the fitted maximal effect; on the % scale 0 is the no-effect control and ±100 the full control effect
Target sequence (O94925 whole entry, looked up): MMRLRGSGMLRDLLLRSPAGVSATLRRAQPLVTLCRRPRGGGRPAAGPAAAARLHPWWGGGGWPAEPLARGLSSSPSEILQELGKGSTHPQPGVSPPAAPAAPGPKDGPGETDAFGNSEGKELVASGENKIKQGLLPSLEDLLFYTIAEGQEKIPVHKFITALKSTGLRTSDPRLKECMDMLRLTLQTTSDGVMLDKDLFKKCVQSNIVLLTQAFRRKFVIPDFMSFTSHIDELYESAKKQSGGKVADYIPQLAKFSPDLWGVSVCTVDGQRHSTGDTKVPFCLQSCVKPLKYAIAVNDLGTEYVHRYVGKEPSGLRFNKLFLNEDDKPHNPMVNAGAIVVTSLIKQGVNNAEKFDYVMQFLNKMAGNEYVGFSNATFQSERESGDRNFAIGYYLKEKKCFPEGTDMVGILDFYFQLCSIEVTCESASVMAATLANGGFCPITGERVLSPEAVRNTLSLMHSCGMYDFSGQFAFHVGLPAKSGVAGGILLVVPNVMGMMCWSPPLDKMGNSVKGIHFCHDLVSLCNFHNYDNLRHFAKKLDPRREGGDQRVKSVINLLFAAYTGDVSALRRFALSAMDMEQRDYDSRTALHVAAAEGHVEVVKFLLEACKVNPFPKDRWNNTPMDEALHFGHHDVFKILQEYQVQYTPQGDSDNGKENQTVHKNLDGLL
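hKGA; 45 mM KH2PO4 pH 8.2 + 0.02% Tween-20; cpd via pin tool; 1 mM Gln soln; GluOx/HRP/Amplex Red; RT 30 min; fluor. t0 & final.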
ALOX12 inh – Primary qHTS assay for inhibitors of human arachidonate 12S-lipoxygenase (ALOX12): Round 2. Polyunsaturated fatty acid lipoxygenase ALOX12 (Homo sapiens), P18054. purified 12hLO, xylenol orange hydroperoxide absorbance. Potency, µM (series often up to 108 µM), inactives show at the highest dose activity change, negative = inhibition, usual class: inhibitors. hit rate 1.1% among 580,000. AID 1671190, 2021; further: potency means the concentration at half of the fitted maximal effect; on the % scale 0 is the no-effect control and ±100 the full control effect
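Purified human 12hLO (150 nM final) in 25 mM Hepes, 0.01% Triton X-100, pH 7.0 was preincubated 15 min at room temperature with compound. Then 40 uM arachidonic acid was added, 30 min. Hydroperoxide was read by Fe-XO absorbance ratio 573/405 nm.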
PI4K2A inh – qHTS for small molecular inhibitors of PI4K2A; Phosphatidylinositol 4-kinase type 2-alpha (Homo sapiens), Q9BTU6; purified PI4K2A, ADP-Glo luminescence, 1 h; stronger effect = lower value; activity change, negative = inhibition, % at 76.9 µM; hit rate 0.13% among 420,000; in the data active means activity change below about -50%; inconclusive means mostly about -30% to -49%;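 further: -100% = wells without enzyme as full effect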
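In this quantitative HTS, ADP production by PI4K2A was quantified luminescently after 1 h at ambient temperature; 100 microM adenosine served as plate-quality control.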
* marks the source's active call; other numbers are inactive results; i = inactive; ? = inconclusive; . = no result given; & = joins results of further samples; [ ] = remark or other dose. Unless noted, the call rests on the fitted dose curve; in most records, active means well fitted curve in the direction sought with a large enough effect; inconclusive means small, poorly fitted or top-dose-only effect, or another doubt; inactive means no such curve, though single readings can be large; an effect the other way counts as inactive or inconclusive. Some of the compounds tested, so the mix of outcomes need not match the whole.

SMILES	BAZ2B inh	G9a inh	HP1b binding inh	JMJD2A Tudor inh	ERG-DNA inh	RGS4 inh	GLS inhibitor	ALOX12 inh	PI4K2A inh
Cc1ccc(NC(=O)c2ccc3c(c2)OCO3)cc1S(=O)(=O)N1CCOCC1	-5%	8%[2.33 µM]	33%	-11%	-7%	17%	5%	202%[activator]	2
COC(=O)c1[nH]c2ccccc2c1NC(=O)Oc1ccccc1	-31%	10µM*	9%	-28%	12%	-19%	9%	?	-6
CCc1ccc2[nH]c(=O)c(C(c3nnnn3CCOC)N3CCN(c4ccc(F)cc4)CC3)cc2c1 (configuration not stated)	?	?	-20%	-25%[11.4 µM]	0%	-14%[11.4 µM]	-3%	?	-6
Cc1cccc(Cn2c(C(C)O)nc3ccccc32)c1 (configuration not stated)	12%	-11%	20%	5%[57.1 µM]	-7%	-16%[11.4 µM]	3%	0%	-4
Cc1ccc2c(c1)COc1c3ccc(C(=O)O)cc3nn1-2	-5%	.	29%	-20%	-3%	-13%	-12%	-2%	-6
O=C(CSc1nc2ccccc2[nH]1)Nc1ccc(N2CCOCC2)cc1	?	?	17%	-17%	-3%	-11%	29%	419%[activator]	2
CCOc1ccc(-c2nc(C#N)c(N3CCN(C)CC3)o2)cc1	-31%	-27%[12.7 µM]	-12%	-25%	1%	-12%	1%	0%&-6%	-2
CCN(Cc1ccccc1)Cc1c(O)ccc2c(=O)c(-c3ccccc3Cl)coc12	0%	8%[59 µM]	28%	-15%	-1%	19%	4%	-3%	-6
CCOc1ccc(-n2c(SCC(=O)c3ccccc3)nc3c([nH]c4ccccc43)c2=O)cc1	32%	2%[59 µM]	42%[activator][57 µM]	-28%	0%	-25%	1%	-11%	0
COc1cc(-c2noc(-c3ccc(NC4CCCC4)c([N+](=O)[O-])c3)n2)cc(OC)c1OC	-3%	-50%[59 µM]	44%[activator]	-1%	4%	-2%	6%	-26%	-3
COc1ccccc1CNC(=O)C1CCN(S(=O)(=O)c2ccc(N3CCCC3=O)cc2)CC1	-1%	-5%[0.0925 µM]	25%	-6%	-11%	18%	14%	-7%	-1
COc1ccc(S(=O)(=O)N2CCCC2CNC(=O)C(=O)NCc2ccc(C)cc2)cc1 (configuration not stated)	5%	6%[0.501 µM]	20%	-1%	1%	1%	-1%	-29%	0
O=C(Nc1nc2cc(Cl)ccc2s1)C1CCCN(S(=O)(=O)c2cccc3cccnc23)C1 (configuration not stated)	3%	?	24%	?	6%	6%	-3%	.	-1
CSc1ccc(S(=O)(=O)N2CCC(C(=O)NCc3ccco3)CC2)cc1	-35%	?	-6%	-22%	-2%	0%	2%	-23%	-3
NC(=O)Cn1c(=O)n(-c2ccc(F)c(Cl)c2)c(=O)c2sc3ccccc3c21	7%	12%[59 µM]	68%[activator]	-5%	2%	-18%	-1%	?	-1
Cc1cc(O)cc(=O)n1Cc1ccco1	6%	-2%[59 µM]	24%	3%	-2%	-8%	0%	0%	12
COc1ccc(CN(C)CC(=O)Nc2ccccc2C(=O)NC2CC2)cc1	-5%	-4%[59 µM]	31%	-1%	-6%	-10%	-3%	9%	3
CCC(=O)N(Cc1cc2ccccc2[nH]c1=O)C(C)C	-5%	-9%[59 µM]	12%	15%	1%	-4%	15%	358%[activator]	10
CC1(C)CC(NC(=O)c2cc(S(=O)(=O)N3CCOCC3)ccc2Cl)CC(C)(C)N1	.	.	33%	-12%	-5%	-16%	4%	251%[activator]	0
CCOc1ccc(S(=O)(=O)N2CCCC(C(=O)Nc3cc(C)cc(C)c3)C2)cc1 (configuration not stated)	1%	-1%	28%	-3%	-1%	24%	-6%	-2%	3
CCc1ccc(Oc2c(C(F)(F)F)oc3c(CN4CCN(C)CC4)c(O)ccc3c2=O)cc1	-17%	-2%[59 µM]	25%	-18%	5%	-17%	4%	-25%	-1
CN(Cc1ccco1)C(=O)c1c[nH]c2ccc(S(=O)(=O)Nc3ccc4c(c3)OCCO4)cc2c1=O	?	89µM*	-26%	-26%	0%	-6%	1%	-20%	0
CCOC(=O)Cc1csc(NS(=O)(=O)c2ccc(Cl)cc2)n1	1%	18%[59 µM]	23%	-8%	-9%	20%	-1%	-29%	-2
COC(=O)c1ccc(OCC(=O)NC(C)(C)C)cc1	11%	5%	47%[activator]	1%	1%	27%	-2%	1%	-20
COc1ccccc1/C=C/C(=O)Nc1nc2n(n1)C(c1ccc(F)cc1)C=C(c1ccccc1)N2 (configuration not stated)	?	?	-1%	-25%	1%	5%	-19%	2%	-2
CCC(=O)Nc1cc(-c2nn(CC(=O)N3CCCCC3)c(=O)c3ccccc23)ccc1N1CCOCC1	-4%	9%[59 µM]	21%	1%	-3%	19%	4%	0%	0
Cc1[nH]c2ccc3ccccc3c2c(=O)c1C/C=C/Cl	-5%	45%	13%	-14%	-7%	-1%	5%	3%	0
O=C(N/N=C/c1ccc(F)cc1)c1cc(-c2ccccn2)nc2ccccc12	1%	-1%	44%[activator]	-12%	7%	-5%	5%	-3%	-4
CC(=O)N1CCN(CCN2C(C)=CC(=C(C#N)C#N)C=C2C)CC1	-2%	-8%[0.0925 µM]	63%[activator]	-7%	8%	-10%	1%	6%	-4
COc1ccc(/C=N\NC(=O)c2ccc([N+](=O)[O-])cc2)cc1COc1c(F)c(F)cc(F)c1F	-2%	63µM*	2%	-24%	12%	-121%	0%	-27%	-8
CCC(C(=O)N1CCN(Cc2ccc3c(c2)OCO3)CC1)n1c(=O)[nH]c2ccccc2c1=O (configuration not stated)	-5%	9%	42%[activator]	-13%	2%	4%	-2%	8%	-3
COc1cccc(NC(=O)CSc2nnc(-c3cccnc3)o2)c1	-2%	-41%	25%	-4%	8%	9%	-8%	7%	-3
Cc1ccc(C)c(N=Nc2ccc(O)c3ncccc23)c1	20µM*	11µM*	?	8.9µM*	-24%	4%	13%	?	-6
O=C(O)C1CCCCC1C(=O)Nc1ccc(-c2ccccc2)cc1 (configuration not stated)	-19%	-2%	48%[activator]	?	-8%	-52%	-14%	-36%	1
N/C(=N\NS(=O)(=O)c1cc(C(F)(F)F)cc(C(F)(F)F)c1)c1ccccn1	-10%	6%	34%	-16%	-3%	33%	0%	i	1
COc1ccccc1-c1cc(C(=O)N2CCCC2)no1	0%	-10%[59 µM]	4%	-21%	12%	6%	0%	-15%	1
COc1ccc(S(=O)(=O)NC(CC(=O)NCc2ccccc2OC)c2ccco2)cc1 (configuration not stated)	-23%	-38%[59 µM]	34%	-14%	-10%	12%	-7%	0%	6
Cc1ccc(C2CC(c3ccc(Cl)cc3)=NNC2=O)cc1 (configuration not stated)	?	-9%	8%	-16%	7%	22%	-1%	-16%	0
CC(=O)O[C@@H]1C[C@H]2C(C)=C[C@H]3OC(=O)[C@@H](C)[C@H]3C[C@H]2[C@]1(C)O	1%	-2%[59 µM]	32%	-10%	1%	8%	10%	-2%	0
N/C(Cn1cncn1)=N\NC(=O)C(=O)Nc1ccc(Cl)cc1Cl	10%	-3%[12.7 µM]	28%	-24%	2%	-10%	6%	-1%	-2
Cn1c(=O)c2c(nc(CN3CCN(C(=O)c4ccco4)CC3)n2CCCO)n(C)c1=O	-1%	.	45%[activator]	9%	59%[activator]	-6%	-24%	8%	-2
O=C(c1ccccc1)c1c2c(cc3sc4ccccc4[n+]13)-c1cccc3cccc-2c13	?	?	-16%	?	49%[activator]	-40%	-1%	32µM*	-13
O=C(NCC(c1cccnc1)N1CCc2ccccc21)c1ccc(F)cc1 (configuration not stated)	11%	-2%[59 µM]	26%	-12%	2%	0%	12%	3%	-5
CCN(C(=O)C(C)OC(=O)C1C(C(=O)OC)=C(C)NC(C)=C1C(=O)OC)c1ccccc1 (configuration not stated)	0%	3%	31%	-7%	-2%	0%	12%	-3%	-4
O=C(COC(=O)c1n[nH]c2ccccc12)Nc1ccccc1	-4%	-7%	8%	-13%	-2%	33%	0%	-1%	1

A few values from above:
CC(=O)O[C@@H]1C[C@H]2C(C)=C[C@H]3OC(=O)[C@@H](C)[C@H]3C[C@H]2[C@]1(C)O in BAZ2B inh = 1%
COc1ccc(S(=O)(=O)NC(CC(=O)NCc2ccccc2OC)c2ccco2)cc1 (configuration not stated) in PI4K2A inh = 6
N/C(Cn1cncn1)=N\NC(=O)C(=O)Nc1ccc(Cl)cc1Cl in HP1b binding inh = 28%

Entries listed above that bear a hit mark in JMJD2A Tudor inh:
SMILES	BAZ2B inh	G9a inh	HP1b binding inh	JMJD2A Tudor inh	ERG-DNA inh	RGS4 inh	GLS inhibitor	ALOX12 inh	PI4K2A inh
Cc1ccc(C)c(N=Nc2ccc(O)c3ncccc23)c1	20µM*	11µM*	?	8.9µM*	-24%	4%	13%	?	-6
